Compound activity (PubChem)
Vif-APOBEC3G blk = qHTS for Inhibitors of Vif-A3G Interactions: qHTS | HeLa A3G-eYFP + Vif (tagged APOBEC3G with the HIV-1 protein that degrades it), YFP fluorescence, overnight | actives 0.076% (n = 410,000) | Potency, µM (doses to about 46.1 µM), for inactives: at the top dose activity, negative = active, usual class: inhibitors | DNA dC->dU-editing enzyme APOBEC-3G (Homo sapiens), Q9HC16 | AID 602310, 2012;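 note: % is set by controls: 0 for no effect and ±100 for the full control effect; nearly all actives have a fitted effect of over 60% in size; hits raise eYFP signal because A3G escapes Vif-driven loss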
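HeLa cells stably expressing Vif and C-terminally eYFP-tagged A3G, seeded overnight at 37 deg C, then exposed to compound by pintool overnight at 37 deg C. Rise in yellow fluorescence (Ex 488/Em 500-530, Acumen) marks blocked Vif-driven A3G degradation.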
Vif-A3F inh = qHTS for Inhibitors of Vif-A3F Interactions: qHTS. HeLa A3F-eYFP + Vif (tagged APOBEC3F with the HIV-1 protein that degrades it), YFP fluorescence increase. Potency, µM (doses to about 46.1 µM), for inactives: at the highest dose activity, negative = active. actives 0.2% (n = 390,000). AID 602313, 2012; note: % of control where 0% means no effect; nearly all actives have a fitted effect of over 65% in size
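Fluorescence increase (Ex 488/Em 500-530) after overnight compound treatment at 37 deg C flags inhibition of Vif-driven A3F-eYFP loss in stable HeLa A3F-eYFP/Vif cells seeded overnight beforehand.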
IDH1 R132H inh = qHTS for Inhibitors of mutant isocitrate dehydrogenase 1 (IDH1): qHTS; Potency, µM (titrated, usually from 76.6 µM), inactives show top-dose activity change, negative = inhibition, hits mostly inhibitors; IDH1-R132H enzyme, NADPH consumption, diaphorase/resazurin fluorescence; AID 602179, 2012; actives 0.093% (n = 390,000); Isocitrate dehydrogenase [NADP] cytoplasmic (Homo sapiens), O75874; note: % is set by controls: 0 for no effect and ±100 for the full control effect; nearly all actives have a fitted effect of over 65% in size
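IDH1-R132H (0.5 ug/mL dispensed) in pH 7.5 Tris buffer was preincubated 30 min with compound, then given a substrate mix of 0.016 mM NADPH and 2 mM alpha-KG for 80 min at room temperature; remaining NADPH was read by diaphorase/resazurin fluorescence.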
USP1-UAF1 inh = Inhibitors of USP1/UAF1: Primary Screen; actives 0.23% (n = 390,000); Potency, µM (series often up to 57.1 µM), inactives show at the highest dose activity change, negative = inhibition, usual class: inhibitors; recombinant USP1/UAF1, Ub-Rhodamine cleavage fluorescence; Ubiquitin carboxyl-terminal hydrolase 1 (Homo sapiens), O94782; note: % is set by controls: 0 for no effect and ±100 for the full control effect; nearly all actives have a fitted effect of over 60% in size; inactives centre near -12
Target sequence (O94782 whole entry, looked up): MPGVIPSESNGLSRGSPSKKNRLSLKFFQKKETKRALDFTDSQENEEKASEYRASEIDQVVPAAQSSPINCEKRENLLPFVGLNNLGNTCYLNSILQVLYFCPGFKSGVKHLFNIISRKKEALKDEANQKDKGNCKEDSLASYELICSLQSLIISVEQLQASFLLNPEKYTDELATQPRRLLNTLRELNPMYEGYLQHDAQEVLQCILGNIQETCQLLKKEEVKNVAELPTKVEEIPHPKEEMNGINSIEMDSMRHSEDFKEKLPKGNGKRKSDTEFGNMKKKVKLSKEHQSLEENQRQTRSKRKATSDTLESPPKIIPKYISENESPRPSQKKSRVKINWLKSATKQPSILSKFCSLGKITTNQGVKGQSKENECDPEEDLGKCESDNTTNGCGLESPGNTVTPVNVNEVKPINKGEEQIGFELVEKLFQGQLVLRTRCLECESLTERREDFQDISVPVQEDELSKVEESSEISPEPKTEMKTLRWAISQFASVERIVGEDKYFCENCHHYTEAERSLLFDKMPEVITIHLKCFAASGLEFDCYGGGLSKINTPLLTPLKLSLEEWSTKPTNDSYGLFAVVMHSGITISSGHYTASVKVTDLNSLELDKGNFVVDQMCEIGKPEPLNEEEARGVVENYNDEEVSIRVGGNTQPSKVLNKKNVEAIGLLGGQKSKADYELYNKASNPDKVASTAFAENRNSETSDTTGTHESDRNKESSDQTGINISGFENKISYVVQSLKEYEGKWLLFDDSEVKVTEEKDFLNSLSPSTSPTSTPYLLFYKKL
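USP1/UAF1 complex at 1 nM was preincubated with compound for 15 min at room temperature, then Ub-Rho substrate (150nM final) was added. Fluorescence (480/540 nm) was read kinetically, 6 reads every 60 seconds.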
rTrxR1 inhibitor = qHTS Assay for Inhibitors of Mammalian Selenoprotein Thioredoxin Reductase 1 (TrxR1): qHTS; recombinant rTrxR1, NADPH fluorescence consumption, selenite substrate; Potency, µM (series often up to 114 µM), inactives show top-dose activity change, negative = inhibition, most hits filed as inhibitors; actives 1% (n = 390,000); note: % is set by controls: 0 for no effect and ±100 for the full control effect; nearly all actives have a fitted effect of over 65% in size
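Rat TrxR1 (90 nM in the dispensed reagent) was pre-reduced with 400 uM NADPH for 5 min at room temperature, then incubated with compound for 15 min. After 400 uM selenite was added, NADPH fluorescence (Ex 340/Em 450 nm) was followed for 8 min.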
RGS4 inh = Inhibitors of Regulator of G Protein Signaling (RGS) 4: qHTS | Regulator of G-protein signaling 4 (Homo sapiens), P49798 | Transcreener GDP fluorescence polarization, RGS4-accelerated GTP hydrolysis | Potency, µM (highest dose often 114 µM), without a hit: top-dose activity change, negative = inhibition, most hits filed as inhibitors | actives 0.039% (n = 390,000) | AID 504845, 2011; note: % is set by controls: 0 for no effect and ±100 for the full control effect; nearly all actives have a fitted effect of over 75% in size; some results filed as inactive show a strong effect at the top dose
Target sequence (P49798 whole entry, looked up): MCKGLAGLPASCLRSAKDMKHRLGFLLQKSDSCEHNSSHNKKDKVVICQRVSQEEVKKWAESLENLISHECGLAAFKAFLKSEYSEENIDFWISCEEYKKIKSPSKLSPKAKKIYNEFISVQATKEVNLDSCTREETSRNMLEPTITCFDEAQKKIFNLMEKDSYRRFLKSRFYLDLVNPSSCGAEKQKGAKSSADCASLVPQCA
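MLSMR compounds (23 nl, pin-transferred) preincubated 10 min at room temperature with a 500nM (2x) first reagent, then RGS4 at 900nM (2x) plus Transcreener GDP mix added; fluorescence polarization (620/688 nm) read before and after 90 min at 30 °C.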
RXFP1 ag = qHTS Assay for Agonists of the Relaxin Receptor RXFP1; Relaxin receptor 1 (Homo sapiens), Q9HBX9; HEK293T-RXFP1 cAMP TR-FRET, 30 min; response scale: percent of porcine relaxin response, buffer zero; Potency, µM (top dose mostly 57.5 µM), inactives show at the highest dose activation, most hits filed as activators; actives 0.3% (n = 370,000); note: % is set by controls: 0 for no effect and ±100 for the full control effect; nearly all actives have a fitted effect of over 60% in size; many of its hits are not listed in these tables
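cAMP rise read by TR-FRET after 30 min, 37C compound exposure (up to 58 uM) in RXFP1-transfected HEK293 cells with Ro 20174 present. EC50 from Hill-equation fits, with 29 nM porcine relaxin as 100% and buffer as basal.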
12-LOX inh = Primary qHTS assay for inhibitors of human arachidonate 12S-lipoxygenase (ALOX12): Round 2; AID 1671190, 2021; Polyunsaturated fatty acid lipoxygenase ALOX12 (Homo sapiens), P18054; Potency, µM (titrated, usually from 108 µM), inactives show at the top dose activity change, negative = inhibition, actives largely listed as inhibitors; purified 12hLO, xylenol orange hydroperoxide absorbance; actives 1.1% (n = 580,000); note: % is set by controls: 0 for no effect and ±100 for the full control effect
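Purified human 12hLO (150 nM final) in 25 mM Hepes, 0.01% Triton X-100, pH 7.0 was preincubated 15 min at room temperature with compound. Then 40 uM arachidonic acid was added, 30 min. Hydroperoxide was read by Fe-XO absorbance ratio 573/405 nm.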
TrxR1 substrate = qHTS Assay for Substrates of Mammalian Selenoprotein Thioredoxin Reductase 1 (TrxR1): qHTS; Thioredoxin reductase 1, cytoplasmic (Rattus norvegicus), O89049; purified TrxR1 substrate turnover, NADPH consumption readout; actives 0.01% (n = 390,000); Potency, µM (series often up to 114 µM), for the others: top-dose activity change, negative = substrate turnover; note: % is set by controls: 0 for no effect and ±100 for the full control effect; nearly all actives have a fitted effect of over 50% in size
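Rat TrxR1, dispensed at 90 nM, was prereduced with 400 uM NADPH (final) for 5 min at ~22 deg C, then incubated with compound 15 min before 400 uM selenite. A first-read NADPH fluorescence drop versus no-compound background flagged substrates.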
* marks the source's active call; other numbers are inactive results; ? = inconclusive; . = no result given; [ ] = dose if it differs, or a comment. Calls come from the whole dose curve; as a rule, active = well fitted curve in the direction sought with a large enough effect; inconclusive = small, poorly fitted or top-dose-only effect, or another doubt; inactive = no such curve, though single readings can be large; an effect the other way counts as inactive or inconclusive. Potency is the fitted concentration of half-maximal effect. The list is partial; rates above refer to the full screens.

SMILES | Vif-APOBEC3G blk | Vif-A3F inh | IDH1 R132H inh | USP1-UAF1 inh | rTrxR1 inhibitor | RGS4 inh | RXFP1 ag | 12-LOX inh | TrxR1 substrate
CCN(CC)Cc1cc(CC(C(N)=O)C(N)=O)ccc1OC | 3% | 0% | 16% | -9% | -4% | 17% | -0.4% | 0% | 2%
C=CCn1c(SCC(=O)NCc2ccco2)nc2sc3c(c2c1=O)CCC3 | 2% | -1% | 6% | -16% | -28% | -42% | -0.1% | -21%[57.4 µM] | 3%
COC(=O)c1ccc(NC(=O)c2sc3nc(-c4ccccc4)cn3c2C)cc1 | 1% | 4% | 7% | -3% | 4%[57.1 µM] | -3% | 2.2% | 0% | 22%[57.1 µM]
COc1ccc(OC(=O)c2ccc3nsnc3c2)cc1 | 2% | -6% | 5% | -21% | 16%[57.1 µM] | -35% | 1.9% | -15% | -1%[57.1 µM]
Cc1sc(-n2cccc2)c(C(C)NC(=O)Nc2cccc(C(F)(F)F)c2)c1C (stereo not given) | . | . | . | -18% | 10% | 5% | 1.0% | 0% | -2%
CCOCC(=O)Nc1nc2ccc(C)cc2s1 | -4% | 0% | 0% | -16% | -51% | -14% | 0.3% | ? | -7%
COc1ccc(-n2c(C)cc(/C=C3\C(=N)N4N=C(CC(=O)N5CCOCC5)SC4=NC3=O)c2C)c(OC)c1 | ? | 3% | 2% | -25% | -15% | 10% | -0.5% | -23% | -14%
Cc1cc(C(=O)COC(=O)c2ccc3c(c2)OCO3)c(C)n1CC1CCCO1 (stereo not given) | -1% | 2% | 4% | -15% | 15%[57.1 µM] | -29% | 2.4% | -15% | 5%[57.1 µM]
Cc1cc(C)n(-c2cc(-n3nc(C)cc3C)ncn2)n1 | 1% | -3% | 0% | -20% | 26%[57.1 µM] | -3% | -2.0% | 2% | 15%[57.1 µM]
CC(C)(C)OC(=O)C[C@H]1C/C=C\C[C@@H](CC(=O)N[C@@H](CO)Cc2ccccc2)C(=O)NC[C@H](c2ccccc2)OC1=O | -1% | -1% | 18% | -4% | -2%[57.1 µM] | 23% | . | 4% | -1%[57.1 µM]
CCOC(=O)COc1cc(N)c(Cl)cc1Cl | 2% | 3% | -8% | -4% | -8%[57.1 µM] | -18% | -1.4% | -15% | -3%[57.1 µM]
Cc1cccc(C)c1OCc1cc(C(=O)N(C)Cc2cc(C3CC3)n[nH]2)no1 | 2% | 1% | 4% | -4% | -11% | 15% | -2.0% | 6% | -11%
COc1ccc(-c2cc(C3CCNCC3)[nH]n2)cc1 | 1% | 3% | -1% | -10% | -10% | -15% | 5.5% | ? | -1%
COCCn1c(SCc2ccc(C)cc2)nc2c1c(=O)[nH]c(=O)n2C | 1% | 1% | 4% | -2% | 44%[activator] | -12% | . | 32% | 4%
CC(=O)Nc1ccc(NC(=O)c2cc(C3CC3)nc3c2cnn3C(C)C)cc1 | 0% | -5% | -2% | -9% | 16% | -15% | -0.9% | 1% | -4%[57.1 µM]
CCCCn1c(SCC(=O)Nc2cc(C(F)(F)F)cc(C(F)(F)F)c2)nnc1C(CC)N(C)C (stereo not given) | -7% | -24% | 6% | -17% | -10% | 2% | 0.5% | -19% | -20%
CCc1nn(CC(=O)NCCN2CCN(C)CC2)c(=O)c2cc3occc3n12 | 5% | -8% | 0% | -24% | -1% | 6% | 0.4% | 0% | -1%
COc1cccc(C2N(c3ccccc3)CCN2c2ccccc2)c1OC | 1% | -5% | -1% | 8% | 19%[57.1 µM] | 12% | -0.9% | 0% | 2%[57.1 µM]
COCCN(Cc1cc2cccc(C)c2[nH]c1=O)C(=O)c1ccccc1 | -4% | -4% | -4% | -7% | 4% | 32% | -0.1% | 0% | 7%
O=C(O)c1ccc2c(=O)n3c(nc2c1)/C(=C/c1ccccc1Br)CC3 | 0% | -5% | ? | -16% | -125% | -2% | -1.3% | 14% | 12%[0.0914 µM]

Five entries from above, ordered by molar mass, smallest number first:
SMILES | Vif-APOBEC3G blk | Vif-A3F inh | IDH1 R132H inh | USP1-UAF1 inh | rTrxR1 inhibitor | RGS4 inh | RXFP1 ag | 12-LOX inh | TrxR1 substrate
COc1ccc(-c2cc(C3CCNCC3)[nH]n2)cc1 | 1% | 3% | -1% | -10% | -10% | -15% | 5.5% | ? | -1%
COCCn1c(SCc2ccc(C)cc2)nc2c1c(=O)[nH]c(=O)n2C | 1% | 1% | 4% | -2% | 44%[activator] | -12% | . | 32% | 4%
CC(=O)Nc1ccc(NC(=O)c2cc(C3CC3)nc3c2cnn3C(C)C)cc1 | 0% | -5% | -2% | -9% | 16% | -15% | -0.9% | 1% | -4%[57.1 µM]
CCc1nn(CC(=O)NCCN2CCN(C)CC2)c(=O)c2cc3occc3n12 | 5% | -8% | 0% | -24% | -1% | 6% | 0.4% | 0% | -1%
CCCCn1c(SCC(=O)Nc2cc(C(F)(F)F)cc(C(F)(F)F)c2)nnc1C(CC)N(C)C (stereo not given) | -7% | -24% | 6% | -17% | -10% | 2% | 0.5% | -19% | -20%

Continued:
SMILES | Vif-APOBEC3G blk | Vif-A3F inh | IDH1 R132H inh | USP1-UAF1 inh | rTrxR1 inhibitor | RGS4 inh | RXFP1 ag | 12-LOX inh | TrxR1 substrate
CCC(=O)Nc1ccc(N2CCN(C(=O)c3ccccc3C)CC2)cc1 | 1% | -1% | 2% | -10% | 31% | -24% | -0.2% | ? | 12%
O=C(CCCn1nnc(-c2cccnc2)n1)c1ccc(F)cc1 | -1% | 5% | 1% | 5% | 18%[57.1 µM] | 12% | 3.0% | -11% | 4%[57.1 µM]
CCc1ccccc1NC(=O)N1C2CCCC1CC(NC(=O)C(C)(C)C)C2 (stereo not given) | 1% | 8% | -5% | -6% | -2%[57.1 µM] | 9%[11.4 µM] | 0.7% | 0% | 0%[57.1 µM]
O=C(Nc1ccc(C(F)(F)F)cc1)C1(c2ccccc2)CC1 | 1% | -13% | 9% | -13% | 7%[57.1 µM] | -26% | -1.8% | -3% | -19%[57.1 µM]
O=C(OCc1ccccc1)N(CCF)c1cn(Cc2ccccc2)c(=O)n(Cc2ccccc2)c1=O | 1% | -4% | 4% | -7% | 34%[57.1 µM] | -4% | . | 9% | 10%[57.1 µM]
CN(C)CCNC(=O)c1cc(Br)ccc1Cl | 3% | -7% | 2% | -18% | -3%[57.1 µM] | -23% | -4.3% | 9% | 7%[57.1 µM]
O=C1N/C(=N\S(=O)(=O)Cc2ccccc2)S/C1=C/c1cccc([N+](=O)[O-])c1 | 4% | -12% | -6% | -16% | -32% | -43% | 0.2% | ? | -14%
O=C(CCc1nc(-c2ccccc2Cl)no1)NC1CCCCC1 | -6% | -10% | -10% | 0% | -6%[57.1 µM] | 16% | -0.6% | -11% | -8%[57.1 µM]
CCOCCCNC(=O)c1[nH]c2cc(OC)ccc2c1Sc1ccccc1 | -2% | -3% | -12% | -15% | 15% | 11% | 0.6% | -17% | -5%
NC(=O)C1CCCN(C(=O)c2ccc(NC(=O)c3cccs3)cc2)C1 (stereo not given) | 0% | -5% | 0% | 3% | 0% | 3% | -0.8% | 79%[activator] | -6%
COc1ccc(-c2cnn3cc(-c4cccc(Cl)c4)cnc23)cc1 | 2% | 3% | -5% | -6% | 18% | -6% | 1.0% | -2% | -3%
COc1ccc(CCNC(=O)Cc2ccsc2)cc1 | -5% | -12% | 0% | -10% | 21% | -11% | 0.6% | 0% | 0%
COc1ccc(NC(=O)c2cc(-c3ccc(C)o3)nc3ccccc23)c(OC)c1 | -7% | 0% | -3% | -20% | ? | -44% | . | ? | -5%
COc1ccc(OCC(=O)NCc2nc(-c3ccccc3)no2)cc1 | -1% | 0% | -4% | -18% | 3% | -54% | . | ? | -2%
Cc1nc2nc(CSc3nc4ccccc4s3)cc(=O)n2[nH]1 | -2% | . | 5% | -11% | -9% | 22% | 1.6% | 0% | -11%
Cc1nn(-c2ccccc2)c(C)c1/C=C/C(=O)OCC(=O)NC1CCS(=O)(=O)C1 (stereo not given) | 0% | -1% | 7% | 0% | 2%[57.1 µM] | 19% | 2.0% | -9% | -1%[57.1 µM]
